DT40 TDP1 no CPT: qHTS for Inhibitors of human tyrosyl-DNA phosphodiesterase 1 (TDP1): qHTS in cells in absence of CPT | 420,000 compounds, 15% hits | Potency, µM (titrated, usually from 46.2 µM), without a hit: at the top dose activity change, negative = growth inhibition, usual class: inhibitors | DT40 Tdp1-/- hTDP1 cells, no CPT, ATP luminescence, 48 h | AID 686978, 2013; note: nearly all actives have a fitted effect of over 55% in size
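Compound effects on proliferation are scored in DT40 Tdp1-/-;hTDP1 cells in the absence of CPT. ATP levels (CellTiter-Glo luminescence) are recorded after a ≥48 hr, 37 °C incubation.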
TDP1 cell CPT: qHTS for Inhibitors of human tyrosyl-DNA phosphodiesterase 1 (TDP1): qHTS in cells in presence of CPT | chicken DT40 Tdp1-/-;hTDP1 cells + 20 nM CPT, ATP luminescence, 48 h | AID 686979, 2013 | Potency, µM (top dose mostly 46.2 µM), for inactives: top-dose activity change, negative = growth inhibition, actives largely listed as inhibitors | 420,000 compounds, 12% hits; note: nearly all actives have a fitted effect of over 55% in size
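Chicken DT40 Tdp1-/- cells complemented with human TDP1, 400 cells/well, exposed to compounds plus 20 nM camptothecin for at least 48 h at 37 C; viability read as ATP content by CellTiter-Glo luminescence.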
TDP1 block: qHTS Assay for Inhibitors of Tyrosyl-DNA Phosphodiesterase (TDP1) | Tyrosyl-DNA phosphodiesterase 1 (Homo sapiens), Q9NUW8 | recombinant TDP1, AlphaScreen DNA substrate cleavage | Potency, µM (doses to about 130 µM), for the others: top-dose activity change, negative = inhibition, actives largely listed as inhibitors | 350,000 compounds, 0.28% hits | AID 485290, 2010; note: nearly all actives have a fitted effect of over 40% in size
Target sequence (Q9NUW8 whole entry, looked up): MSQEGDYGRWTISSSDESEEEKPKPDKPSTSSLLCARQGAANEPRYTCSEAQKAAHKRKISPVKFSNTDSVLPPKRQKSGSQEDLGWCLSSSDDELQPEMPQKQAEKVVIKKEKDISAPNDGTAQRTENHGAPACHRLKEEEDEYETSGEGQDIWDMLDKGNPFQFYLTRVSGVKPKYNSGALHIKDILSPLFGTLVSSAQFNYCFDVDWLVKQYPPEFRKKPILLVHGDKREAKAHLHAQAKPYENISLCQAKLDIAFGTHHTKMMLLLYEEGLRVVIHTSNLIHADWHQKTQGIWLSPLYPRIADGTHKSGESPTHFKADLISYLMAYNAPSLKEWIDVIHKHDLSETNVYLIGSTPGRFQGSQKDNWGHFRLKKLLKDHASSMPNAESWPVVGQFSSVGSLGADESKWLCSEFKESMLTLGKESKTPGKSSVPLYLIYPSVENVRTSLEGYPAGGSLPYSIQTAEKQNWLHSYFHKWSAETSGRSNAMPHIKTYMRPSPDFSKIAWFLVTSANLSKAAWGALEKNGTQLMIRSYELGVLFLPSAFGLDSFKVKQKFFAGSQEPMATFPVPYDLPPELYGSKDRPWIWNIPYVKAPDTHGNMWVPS
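E. coli-derived human Tdp1, 1 nM final. Cpd preinc 15 min RT; substrate 15 nM final, 5 min RT; AS bead mix 10 ug/ml final, 10 min RT. Signal loss = tyrosine-FITC cleavage. No-enzyme wells = max signal.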
* marks the source's active call; other numbers are inactive results; ? = inconclusive; / = no result given; & = joins results of further samples; [ ] = dose if it differs, or a comment. Calls come from the whole dose curve; as a rule, active = well fitted curve in the direction sought with a large enough effect; inconclusive = small, poorly fitted or top-dose-only effect, or another doubt; inactive = no such curve, though single readings can be large; an effect the other way counts as inactive or inconclusive. % is set by controls: 0 for no effect and ±100 for the full control effect; potency is the fitted concentration of half-maximal effect.

Structure | DT40 TDP1 no CPT | TDP1 cell CPT | TDP1 block
Cc1cccc(NC(=S)N2CCCC2)c1 | -4% | -10% | 3%[56.1 µM]
CC(C)(C)N1NC2(CCCCC2)NC1=S | -23% | 9% | 6%
CN1CCC(NC(=O)c2cc(-c3cccc(Br)c3)nc3ccccc23)CC1 | ? | ? | 1%
C=CC[C@@H](CC(=O)N(CCO)Cc1ccccc1)C(=O)N[C@@H](COC(=O)[C@@H](CC=C)Cc1ccc(F)cc1)Cc1c[nH]c2ccccc12 | 16µM* | ? | 4%
O=C(NNC(=O)c1cnccn1)c1cccc([N+](=O)[O-])c1 | ? | ? | 0%
CCc1nc2c(OCCOc3ccccc3)cccn2c1N(C)C(=O)c1ccccc1F | ? | ? | /
N#Cc1ccc(C(C(=O)NC2CCCCC2)n2c(=O)c(-c3cc4ccccc4[nH]3)nc3ccccc32)cc1 (configuration not stated) | 15µM* | 15µM* | /
O=C(c1cccs1)N1CCN(S(=O)(=O)c2cccc(Cl)c2Cl)CC1 | -23% | ? | 0%
CCc1nc(SCC(=O)Nc2ccccc2OC)n[nH]1 | -4% | 1% | /
Cc1ccc(OCc2nnc(SCCN3CCOCC3)n2C)cc1 | -10% | 1% | -5%
OCC[C@@H]1C[C@@H](O)[C@H](O)[C@@]2(CCc3ccccc3O2)O1 | 0% | 2% | /
CCC(=O)N(NC1=NS(=O)(=O)c2ccccc21)S(=O)(=O)c1ccc(C)cc1 | -3% | 5% | 7%
COc1ccc(-c2nc3cnc(N4CCN(C)CC4)nc3n(Cc3cccc(OC)c3)c2=O)cc1 | ? | ? | /
COc1cccc(-c2nc(CS(=O)(=O)CC(=O)NCCN3CCOCC3)c(C)o2)c1 | -19% | 8% | 4%
Cc1ccc2c(c1)c(=O)c1ccccc1n2CCCC(=O)Nc1cc(Cl)ccc1C | 16µM* | ? | 1%[12.3 µM]
CC(C)c1nc(SCC(=O)c2c[nH]c3ccccc23)n[nH]1 | -16% | ? | 0%
COc1cccc(-c2noc(-c3ccoc3C)n2)c1 | -14% | 7% | -3%
O=C(c1cccc(S(=O)(=O)N2CCCC2)c1)c1nnc(-c2ccncc2)o1 | -9% | -26% | 6%
C/C(=N\Nc1cc(N2CCOCC2)ncn1)c1cccc([N+](=O)[O-])c1 | 16µM* | ? | -1%
CCOC(=O)c1ccccc1NC(=O)c1cc2c(s1)-c1ccccc1SC2 | ? | ? | 3%
CN(C)c1ccc(/C=C/c2cc(/C=C/c3ccc(N(C)C)cc3)c3ccccc3n2)cc1 | 11µM* | ? | /
N#Cc1cccc(NC(=O)N2CCC3(CC2)CCN(C(=O)c2cccc(F)c2)CC3)c1 | -29% | -9% | /
CC(=O)c1c(C)[nH]c(C(=O)COc2ccc(C#N)cc2)c1C | ? | ? | 4%
COc1ccc(-n2c(=O)c3ccccc3n(Cc3cccc(C)c3)c2=O)cc1OC | -22% | -2% | -3%
CCOC(=O)C1CCN(C(=O)c2ccc3snnc3c2)CC1 | 1% | 2% | 1%
CCOC(=O)C1C(=O)NC(C(=O)OCC)(C(=O)OCC)C1CC (configuration not stated) | -4% | -1% | /
COc1cccc(COC(=O)CSCC(=O)Nc2ccc(C)cc2)c1OC | ? | ? | /
Cc1cccc(C)c1-n1nnnc1C1c2ccccc2C(=O)N1CCc1ccc(O)cc1 (configuration not stated) | ? | ? | /
O=C(COC(=O)c1cc(=O)[nH]c(=O)[nH]1)Nc1cccc(Cl)c1 | 14% | -1% | 2%
COc1cc(C=O)ccc1Oc1cnccn1 | 1% | -11% | 5%
Cc1cc(C(=O)CN2C(=O)C(=O)N(C3CCCC3)C2=O)c(C)n1CCc1ccccc1 | ? | ? | 11%
COc1ccc(/C(N)=N/OC(=O)c2ccc(C)c([N+](=O)[O-])c2)cc1 | ? | -23% | 2%
Cc1cccc(C)c1NC(=O)CSc1nnc(-c2ccccc2)n1Cc1ccc2c(c1)OCO2 | -17% | -27% | 8%
CSc1ncccc1C(=O)N1CCC(C)(C(=O)O)C1 (configuration not stated) | -6% | 1% | /
Fc1ccc(F)c(CN2CCN(c3ncccn3)CC2)c1 | 6% | 5% | 4%
CC1SC(=NC(=O)c2ccco2)NC1=O (configuration not stated) | -2% | -24% | -5%
Cc1ccc(S(=O)(=O)CC(=O)N2CCN(c3nc4c(F)cccc4s3)CC2)cc1 | 18µM* | 21µM* | 0%
O=C(CSc1nnc(-c2c[nH]c3ccccc23)o1)N1CCCCC1 | ? | -29% | 6%
O=C(CNc1ccccc1N1CCCC1=O)Nc1cc(C(F)(F)F)ccc1-n1cncn1 | -19% | 3% | 5%
CC1C(c2ccccc2)OCCN1C(=S)Nc1ccc(S(=O)(=O)N2CCCCC2)cc1 (configuration not stated) | ? | -30% | /
COc1ccc(Cl)cc1NS(=O)(=O)c1ccc2c(c1)NC(=O)CC(=O)N2 | -2% | -27% | 1%
Cc1cc(NC(=O)C(C)C)cc(-c2nc3ncccc3o2)c1O | 13µM* | ? | 2%
Cn1c(Nc2ccc(Cl)cc2)cc(=O)n(C)c1=O | 14%&2% | 4%&2% | 1%
CCOC(=O)c1c(C)n2c3c(cc(C)cc13)CCC2 | ? | -2% | 0%
COc1ccc(/C=N/Nc2nnc(-c3ccccc3)c(=O)[nH]2)cc1 | 7.3µM* | 12µM* | 7%
Cc1ccccc1CSc1nnc2ccc(-c3ccncc3)nn12 | -1% | -17% | 3%
O=C1CCC(=O)N1OCCCOc1ccccc1 | 18% | -21% | 2%
COc1ccc2nc(SCC(=O)NCc3ccc(S(N)(=O)=O)cc3)[nH]c2c1 | -27% | -20% | /
N#Cc1c(-c2ccccc2)[nH]c(=O)[nH]c1=O | -4% | -5% | 5%
Cc1ccc(-c2csc3ncnc(NCCC(=O)O)c23)cc1C | -4% | -8% | /

Later entries
Structure | DT40 TDP1 no CPT | TDP1 cell CPT | TDP1 block
CCN(CC(=O)NCc1ccc(Cl)cc1)C(=O)c1ccc(C#N)cc1 | ? | 21µM* | /
Cc1nn(-c2ccc(C(=O)O)cc2)c(N)c1-c1ccccc1 | ? | 1% | 0%
O=C(Nc1ccc(Cl)cc1)N1CCN(Cc2ccc3c(c2)OCO3)CC1 | -22% | -13% | 4%
O=C1CC(N2CCN(c3nc4ccccc4s3)CC2)C(=O)N1Cc1cccs1 (configuration not stated) | ? | ? | 5%
O=C(O)c1c[nH]n2c(=S)ncnc12 | 4% | -2% | /
Cn1c(=O)oc2cc(S(=O)(=O)NC(Cc3ccccc3)C(=O)Nc3ccc(F)cc3)ccc21 (configuration not stated) | 8% | 0% | 2%
CCCC/C=C/[C@H](c1ccccc1)[C@H](CO)Cc1cccnc1 | 16µM* | ? | -1%
Cc1cc(NC(=O)c2ccccc2O)nc(C)n1 | -26% | 2% | -1%
COc1ccc(CC2(CO)CCN(Cc3c(C)nn(C(C)C)c3C)CC2)cc1 | ? | -8% | 0%
COc1ccc(N2CC(C(=O)N[C@@H](C)C(=O)NC(C)c3ccccc3)CC2=O)cc1 (some centres not stated) | 6% | 3% | 4%
CCCNC(=O)CSc1nc2[nH]ncc2c(=O)[nH]1 | -1% | 5% | 5%
Cc1ccc(CN(C)C(=O)COc2ccc(S(=O)(=O)N3CCCC3)cc2[N+](=O)[O-])c(C)c1 | ? | ? | 1%
O=C(c1cc(-c2ccncc2)nc2ccccc12)N1CCN(Cc2ccccc2)CC1 | 21µM* | 21µM* | 4%
O=C(CSCc1ccccc1Br)NC1CC1 | -12% | 12% | 1%
CCC(=O)N1CCc2cc(Br)cc(S(=O)(=O)N3CCCC(C(=O)NCc4ccc(F)cc4)C3)c21 (configuration not stated) | ? | -7% | 0%
CC(C)CC(N)c1csc(Nc2ccc(C(=O)N(C)Cc3ccccc3)cn2)n1 (configuration not stated) | 5.8µM* | 5.2µM* | /
CC(Oc1ccccc1)C(=O)NC1CC(C)(C)NC(C)(C)C1 (configuration not stated) | 1% | -18% | 10%
COc1ccccc1N1CCN(Cc2cc(=O)c(OCC#N)co2)CC1 | 21% | -4% | 0%
N#C/C(=C\c1cccnc1)C(=O)Nc1ccc(O)cc1F | -1% | -10% | /
CCOc1ccc(-c2nc(Cn3c(=O)cc(C)c4c(C)nn(-c5ccc(C)cc5)c43)c(C)o2)cc1 | 1% | -17% | 3%
CN(C)CCNC(=O)C(=O)NCC1OCCN1S(=O)(=O)c1ccc(F)cc1 (configuration not stated) | ? | -2% | /
C=CCc1cc(C=O)cc(OCC)c1O | -7% | 10% | -5%
CC1(O)CC(C)(C)C(C#N)C(=O)N1 (configuration not stated) | 1% | -12% | /
CCC1Oc2ccc(C)cc2N(Cc2cccc(C)c2)C1=O (configuration not stated) | ? | -21% | -4%
O=C(CN1C(=O)c2ccccc2C1=O)Nc1cccc([N+](=O)[O-])c1 | 0% | 28% | -14%
CCOc1ccc(NC(=O)CC2C(=O)N(c3cccc(OC)c3)C(=O)N2C(C)C)cc1 (configuration not stated) | -25% | 1% | /
O=C(CCc1nnc(COc2ccccc2)o1)NCc1ccccc1 | ? | ? | 0%
CCCS(=O)(=O)c1c(S(=O)(=O)CCC)c2cc(C(C)(C)C)ccn2c1C(=O)c1ccc(OC)c(OC)c1 | ? | ? | /
O=C(NCCc1c[nH]c2ccccc12)C(=O)Nc1ccccc1 | ? | -25% | 8%
C[C@H](c1ccccc1)N1C[C@H](COCc2ccccc2)Oc2cc(N3CCC[C@@H]3CO)ccc2S1(=O)=O | ? | ? | /
CCOC(=O)c1sc2nc(CC(=O)OC)nc(NCc3ccc(Cl)cc3)c2c1C | 5.8µM* | 4.1µM* | -5%
Cc1nc2ccc(Br)cn2c1C(=O)N/N=C\c1ccccc1[N+](=O)[O-] | -4% | 9% | 3%
CCC1CCCCN1C(=O)c1nn2cccnc2c1Cl (configuration not stated) | -22% | 26% | 3%
O=C(Nc1ccc(Oc2cccc(C(F)(F)F)c2)nc1)c1ccccc1 | 13µM* | -29% | 3%
Cc1cccc(OCCCC(=O)Nc2ccc(Cl)c(S(=O)(=O)N3CCOCC3)c2)c1 | 12µM* | 23µM* | -4%
NC(=O)NC(CC(=O)Nc1cccnc1)c1cccc(Br)c1 (configuration not stated) | -12% | 9% | /
CCOC(=O)c1c(NC(=O)c2ccc(Br)o2)sc2c1CCCC2 | -27% | -19% | 0%
COC(=O)C1=C(C(=O)OC)[C@@H]2N(C)c3ccc(OC)cc3[C@@]23C[C@@H](C(=O)OC)N(C(=O)CC(C)C)C3=N1 | ? | ? | 23%[12.3 µM]
Cc1ccc(Cc2cnc(N)s2)o1 | -4% | -12% | 20µM*
CCc1ccc(N(CC(=O)NC(C)C)C(=O)CCC(=O)Nc2nccs2)cc1 | -8% | -3% | /
CC(=O)Nc1ccc(S(=O)(=O)N(C)c2ccc(OCC(=O)NCCc3ccccc3F)cc2)cc1 | ? | ? | /
COC(=O)C[C@H]1C=C[C@@H](C(C(=O)OC)C(=O)OC)CN1C(C)=O | -14% | 7% | /
O=C(NC1CCCCC1)c1ccc([N+](=O)[O-])o1 | ? | ? | 0%
CCOc1cc(N2CCOCC2)c(OCC)cc1NC(=O)CSc1ncccn1 | ? | -23% | 1%
O=C(CSc1nnc(Nc2ccccc2)s1)NC1CCCC1 | ? | -14% | -1%
O=C(Cn1c(=O)[nH]c2ccccc2c1=O)Nc1ccc2c(c1)OCO2 | 1% | -1% | 7%
C=CCNC(=O)c1cc(Cl)ccc1Cl | 27% | 2% | 2%
CN1C(=O)[C@H]2[C@@H](C3CC3)N3C(=O)CN(Cc4ccc(-c5ccccc5)cc4)C(=O)[C@@]3(C)[C@H]2C1=O | -23% | -25% | /
CCc1ccc(-n2c(=O)c3ccccc3n(CC(=O)NCc3ccco3)c2=O)cc1 | -16% | 2% | -1%
COc1cc(/C=C2\SC(=O)N(CC(=O)Nc3cccc(C)c3)C2=O)cc([N+](=O)[O-])c1O | ? | ? | 0%
CC1(C)NC(=O)N(CC(O)CN(Cc2ccccc2)Cc2ccccc2)C1=O (configuration not stated) | ? | -14% | 5%
O=C(Nc1cccc2nsnc12)c1ccc2c(c1)OCO2 | -23% | -18% | -1%

Already shown: entries from further up.
Structure | DT40 TDP1 no CPT | TDP1 cell CPT | TDP1 block
Cc1cccc(NC(=S)N2CCCC2)c1 | -4% | -10% | 3%[56.1 µM]
CC(C)(C)N1NC2(CCCCC2)NC1=S | -23% | 9% | 6%
CN1CCC(NC(=O)c2cc(-c3cccc(Br)c3)nc3ccccc23)CC1 | ? | ? | 1%

Screens as filed in PubChem.
